Screening results: PubChem BioAssay, several laboratories
Vif imaging: inhibitors of HIV Vif | HEK293T cells, Vif self-association by quenched fluorescence, imaging, 24 h | inhibition, % at 7.49 µM | hit rate 0.35% among 340,000; in the data active = inhibition above about 50%, passing the limit was not always enough; also: some results filed as inactive read as strong as hits
KKLEB cytotox: reduces viability of KKLEB cystic fibrosis airway cells | AID 602141 | activity change (cytotoxicity), % at 5 µM | hit rate 0.36% among 360,000 | KKLEB CF airway cells viability, ATPlite luminescence, overnight; hits give low values; cells stimulated with P. aeruginosa culture filtrate;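 active = corrected activity change at or below -50% at 5 µM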
HIF-2a inh: HIF-2a inhibition | inhibition, % at 18.8 µM | AID 624352 | hit rate 0.72% among 360,000 | 786-0 RCC cells HIF-2a reporter, luciferase luminescence, overnight;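 active = inhibition of the luminescence signal of 40% or more relative to plate controls, in a single-dose primary screen at 18.75 µM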
Peg3 prom inh: inhibitors of Peg3 promoter | HeLa PEG-Prom luciferase reporter, luminescence, overnight | inhibition, % at 20 µM | hit rate 1.7% among 360,000 | AID 588405;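 active = inhibition of at least 50% at 20 µM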
PDI turbidity: inhibitors of human protein disulfide isomerase; P07237; PDI insulin aggregation turbidity, A650, 90 min; inhibition, % at 10 µM; hit rate 0.052% among 350,000; AID 588391;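 active = mean inhibition across replicates of 30% or more, whatever share of single replicates reach that level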;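 also: absorbance from insulin aggregation driven by PDI reduction with DTT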
Target sequence (P07237 whole entry, looked up): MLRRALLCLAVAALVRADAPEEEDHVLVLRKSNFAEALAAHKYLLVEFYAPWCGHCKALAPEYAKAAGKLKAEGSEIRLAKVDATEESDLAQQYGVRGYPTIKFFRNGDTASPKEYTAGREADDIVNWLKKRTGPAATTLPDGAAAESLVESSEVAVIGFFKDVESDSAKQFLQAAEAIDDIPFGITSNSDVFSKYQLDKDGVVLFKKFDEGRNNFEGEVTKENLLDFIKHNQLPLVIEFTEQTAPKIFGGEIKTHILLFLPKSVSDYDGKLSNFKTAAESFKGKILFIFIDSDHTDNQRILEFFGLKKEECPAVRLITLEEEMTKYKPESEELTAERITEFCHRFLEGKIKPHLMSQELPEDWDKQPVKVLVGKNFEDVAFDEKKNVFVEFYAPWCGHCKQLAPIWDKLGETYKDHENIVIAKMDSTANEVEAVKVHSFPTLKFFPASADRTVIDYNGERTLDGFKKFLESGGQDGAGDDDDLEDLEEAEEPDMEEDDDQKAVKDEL
CaV13 ICDI inh: Primary screen for inhibitors of IQ motif and Ca2+-dependent inactivation inhibitor domain binding in CACNA1D, Förster resonance energy transfer in living cells, … | hit rate 0.098% among 340,000 | AID 743397 | HEK cells, CFP/YFP FRET ICDI-IQ, plate reader, 10 min; percent FRET-ratio fall versus neutral wells | inhibition, % at 12.3 µM;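 active = mean replicate inhibition of at least 30% and at least 1% of replicates passing that level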;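 also: 0% = median of the neutral control wells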
CF NFkB inh: cystic fibrosis NF-kB activation inhibition; inhibition, % at 5 µM; KKLEB NF-kB-GFP reporter, PAF-induced, GFP fluorescence overnight; hit rate 0.86% among 360,000; AID 588850;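 active = at least 50% inhibition at 5 µM, scaled per plate between neutral and stimulator controls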;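 also: PAF is a Pseudomonas aeruginosa culture filtrate used as stimulus; plate controls were PAF-stimulated DMSO wells for no effect and unstimulated DMSO wells for full effect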
NR2E3 ag-1: activates human photoreceptor nuclear receptor NR2E3; GST-NR2E3/biotin-RetCOR TR-FRET, 1536-well; Q9Y5X4; inhibition of corepressor binding, % at 4.78 µM; hit rate 0.12% among 320,000; AID 2300;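 active = percent inhibition above the cutoff of mean plus 3 SD of all tested compounds, set per screening campaign, cut at about 20% in these data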;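 also: 0% = DMSO wells and 100% = biotin wells as full block of FRET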
Target sequence (Q9Y5X4 whole entry, looked up): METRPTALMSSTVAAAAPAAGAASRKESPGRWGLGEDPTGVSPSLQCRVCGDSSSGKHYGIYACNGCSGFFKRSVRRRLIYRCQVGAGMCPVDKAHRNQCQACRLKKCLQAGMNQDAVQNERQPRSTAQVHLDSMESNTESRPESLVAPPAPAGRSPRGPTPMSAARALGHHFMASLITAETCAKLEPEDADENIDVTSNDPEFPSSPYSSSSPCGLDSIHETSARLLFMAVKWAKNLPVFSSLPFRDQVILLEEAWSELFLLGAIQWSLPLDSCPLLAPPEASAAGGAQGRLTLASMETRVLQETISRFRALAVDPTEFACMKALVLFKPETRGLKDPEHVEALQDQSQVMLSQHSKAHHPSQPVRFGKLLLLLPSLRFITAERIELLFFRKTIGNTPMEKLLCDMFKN
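system = GST-tagged NR2E3 plus biotinylated RetCOR corepressor | input = 1.35 nM GST-NR2E3 | also added = 7 nM biotin-RetCOR | schedule = 5 h incubation at 4 °C | measured by = TR-FRET with europium anti-GST and streptavidin-D2, 340 nm excitation | read-out = percent loss of FRET ratio relative to control wells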
NR2E3 ag-2: activates human NR2E3 receptor; Q9Y5X4; CHO-S Gal4-NCOR/VP16-NR2E3 two-hybrid, luciferase; inhibition of corepressor binding, % at 3.98 µM; hit rate 0.35% among 360,000; AID 602229;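 active = inhibition above the mean of all tested compounds plus 3 SD, cut at about 70% in these data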;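 also: 0% = DMSO with NR2E3 transfected cells and 100% = cells lacking NR2E3 construct; higher means lower luciferase signal from less NR2E3 corepressor binding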
Shn3 3UTR inh: reduces Shn3 3'UTR luciferase signal in osteoblasts; Clone20 osteoblast Shn3 3'UTR firefly luciferase, 24 h; hit rate 0.52% among 360,000; inhibition, % at 12.5 µM;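 active = mean inhibition of at least 75% with every replicate also reaching 75%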;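 also: 0% = median of neutral control wells and 100% = pilot-screen positive control compound; some compounds past the cut are filed as inactive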
TRPM1 prom inh: inhibitors of MITF-driven TRPM1 promoter in melanoma cells; SK-MEL-5 TRPM1 promoter luciferase, 24 h; inhibition, % at 12.5 µM; hit rate 0.83% among 330,000; AID 488899;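 active = mean inhibition across replicates of 60% or more, whatever share of single replicates reaches that level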; also: values of inactives mirror those of a sister screen read the other way
* = called active by the depositor; · = no result given.

| mol | Vif imaging | KKLEB cytotox | HIF-2a inh | Peg3 prom inh | PDI turbidity | CaV13 ICDI inh | CF NFkB inh | NR2E3 ag-1 | NR2E3 ag-2 | Shn3 3UTR inh | TRPM1 prom inh |
| --- | --- | --- | --- | --- | --- | --- | --- | --- | --- | --- | --- |
| CCn1c(CNC(=O)C(C)(C)C)nc2ccccc21 | 8 | -2 | 4 | 3 | · | -4 | -10 | 6 | 1 | -8 | · |
| CCOC(=O)CSc1nc(C)c(C(C)=O)cc1C#N | -1 | 3 | -69 | -79 | -9 | -3 | -8 | 2 | -32 | -24 | -18 |
| Cc1ccc(Cc2cnc(N3C(=N)SC(c4ccccc4)C3=O)s2)cc1 (stereo not drawn) | -6 | -18 | 1 | 36 | -4 | -6 | 8 | -4 | 37 | -10 | -4 |
| Cc1cc(NC(=S)N(Cc2cccc(Br)c2)CC2CCC(C(=O)O)CC2)ccc1Cl (stereo not drawn) | 5 | 13 | 15 | -1 | 0 | -5 | 6 | · | 23 | 25 | -2 |
| Cc1cccc(Cn2c(N(C)Cc3ccccc3)nc3c2c(=O)[nH]c(=O)n3C)c1 | 6 | -16 | 16 | 26 | -5 | -6 | -1 | 2 | -1 | 31 | 4 |
| C[C@@H](C(=O)NC1CCN(Cc2ccccc2)CC1)N1C(=O)N2CCc3c([nH]c4ccccc34)[C@@]2(C)C1=O | -3 | -8 | 4 | -11 | · | · | -2 | 0 | 3 | 23 | · |
| O=C1c2ccccc2N2C(=O)c3ccccc3C2N1O (stereo not drawn) | 19 | 12 | 14 | -14 | -4 | -7 | -12 | 8 | 8 | -26 | -1 |
| CCCOCC(O)CC(Cc1ccccc1)C(=O)NN (stereo not drawn) | 2 | 6 | 20 | 5 | 2 | 5 | -5 | 1 | -19 | 5 | -13 |
| CC1(C)CC(=O)C(/C=N/n2c(C(F)(F)F)nc3ccccc3c2=O)=C(O)C1 | 85* | -27 | 2 | 8 | -4 | -9 | -1 | 2 | 10 | -7 | 5 |
| CCCCn1c(N)c(N(C)C(=O)c2ccc(OCC3CCCO3)cc2)c(=O)[nH]c1=O (stereo not drawn) | 15 | 9 | 18 | -3 | 5 | -2 | 16 | 6 | 2 | -20 | 3 |
| CCn1c(SCC(=O)N(C)C2CCS(=O)(=O)C2)nnc1-c1ccccc1 (stereo not drawn) | -3 | 0 | 19 | 0 | 6 | 0 | -6 | 2 | -10 | -4 | -1 |
| CCNc1nc(NCC)nc(N/N=C/c2ccc(O)c(OC)c2)n1 | 6 | 5 | 16 | 4 | 3 | 7 | 4 | 0 | -7 | -11 | 8 |
| COc1ccc(COC(=O)N/N=C(\C)CC(=O)Nc2ccc(Cl)cc2)cc1 | -4 | 7 | 5 | -10 | 0 | -4 | -31 | 0 | -1 | -3 | 0 |
| Nc1ccc2nn(-c3cccc4ccccc34)nc2c1 | 2 | 0 | 39 | -55 | 1 | -4 | -9 | 6 | -23 | 3 | 46 |
| CCCCc1nnc(NC(=O)c2ccc(-n3cncn3)c([N+](=O)[O-])c2)s1 | -3 | 13 | 9 | 2 | -6 | · | -23 | 1 | -22 | -1 | -2 |
| N/C(=N\OC(=O)Cc1ccccc1)c1ccncc1 | -1 | 5 | -8 | -11 | 0 | -4 | -14 | 3 | -26 | -10 | 0 |
| NC(=O)c1nsc(C(=O)N(Cc2cccnc2)C(C(=O)NCc2ccccc2)c2ccc(O)cc2)c1N (stereo not drawn) | 2 | 1 | 8 | -11 | -1 | -7 | 1 | 8 | -2 | 7 | 7 |
| COc1ccc(-n2c3c(cc(C#N)c2=O)C(=O)CCC3)cc1 | 2 | 0 | 17 | 10 | 4 | 3 | -8 | 0 | -1 | 5 | -9 |
| Cc1ccc(S(=O)(=O)N2CCC(=O)N(C(COCc3ccc(C(F)(F)F)cc3)C(C)C)CC2)cc1 (stereo not drawn) | -2 | 7 | 10 | 4 | 8 | · | -10 | 0 | 26 | 1 | -2 |
| CCN1CCN(S(=O)(=O)c2c(C)cc(C)cc2C)CC1 | 16 | 0 | 16 | 14 | 0 | -3 | -7 | 4 | -22 | -5 | 20 |

Reformatted with values under each structure: entries from further up
Value order: Vif imaging	KKLEB cytotox	HIF-2a inh	Peg3 prom inh	PDI turbidity	CaV13 ICDI inh	CF NFkB inh	NR2E3 ag-1	NR2E3 ag-2	Shn3 3UTR inh	TRPM1 prom inh
Cc1cc(NC(=S)N(Cc2cccc(Br)c2)CC2CCC(C(=O)O)CC2)ccc1Cl (stereo not drawn)
 : 5	13	15	-1	0	-5	6	·	23	25	-2
Cc1cccc(Cn2c(N(C)Cc3ccccc3)nc3c2c(=O)[nH]c(=O)n3C)c1
 : 6	-16	16	26	-5	-6	-1	2	-1	31	4
C[C@@H](C(=O)NC1CCN(Cc2ccccc2)CC1)N1C(=O)N2CCc3c([nH]c4ccccc34)[C@@]2(C)C1=O
 : -3	-8	4	-11	·	·	-2	0	3	23	·
O=C1c2ccccc2N2C(=O)c3ccccc3C2N1O (stereo not drawn)
 : 19	12	14	-14	-4	-7	-12	8	8	-26	-1

New compounds follow:
molecule	Vif imaging	KKLEB cytotox	HIF-2a inh	Peg3 prom inh	PDI turbidity	CaV13 ICDI inh	CF NFkB inh	NR2E3 ag-1	NR2E3 ag-2	Shn3 3UTR inh	TRPM1 prom inh
CC(=O)N/C(=N\c1nc(C)cc(C)n1)Nc1ccccc1Cl	-5	11	4	8	4	-2	-58	·	0	20	5
COc1ccc(CNC(=O)CCCn2ccc3cc(S(=O)(=O)N4CCCC4)ccc32)cc1	-5	-24	-16	10	-7	-7	-9	4	-19	3	19
O=C(CN1C(=O)CCOc2ccccc21)Nc1ccc(Cl)c(S(=O)(=O)N2CCOCC2)c1	11	-14	14	-6	-5	-2	-21	0	0	-9	4
CC(=O)Nc1cc(C)c2nc(NC(C)=O)sc2c1	-11	5	-111	-110	0	-3	-9	-2	-25	-33	-32
O=C(NN=C1CCC(=NNC(=O)c2ccccn2)CC1)c1ccccn1	7	-10	-25	-1	-3	-3	14	·	-142	13	-10
O=C(Nc1ccc(Oc2ccccc2)nc1)[C@H]1O[C@@H](n2ccc(=O)[nH]c2=O)[C@H](O)[C@@H]1O	·	-24	16	3	·	·	-7	·	-9	-7	·
COc1cc2[nH]c(C(=O)N(C)Cc3ccccc3)cc2c(OC)c1OC	-13	5	-6	-11	-1	-2	-20	1	-10	12	0
Nc1ccc(Nc2nc(-c3cc4ccccc4oc3=O)cs2)cc1	-5	-3	-384	-312	16	-4	-10	1	-37	-23	-7

2 compounds from above, limited to CaV13 ICDI inh and TRPM1 prom inh:
| Structure | CaV13 ICDI inh | TRPM1 prom inh |
| --- | --- | --- |
| CC(=O)N/C(=N\c1nc(C)cc(C)n1)Nc1ccccc1Cl | -2 | 5 |
| COc1ccc(CNC(=O)CCCn2ccc3cc(S(=O)(=O)N4CCCC4)ccc32)cc1 | -7 | 19 |

(list continues)
molecule	Vif imaging	KKLEB cytotox	HIF-2a inh	Peg3 prom inh	PDI turbidity	CaV13 ICDI inh	CF NFkB inh	NR2E3 ag-1	NR2E3 ag-2	Shn3 3UTR inh	TRPM1 prom inh
CCCSC(=S)c1c(C)[nH]n(-c2ccccc2)c1=O	-5	14	-19	8	-1	-5	42	3	-1	16	5
CC(NC(=O)CSc1nc2c(cc1C#N)CN(C)CC2)c1ccccc1 (stereo not drawn)	-3	8	-16	-15	7	-6	-19	-4	-7	11	-18
Nc1ccc(S(=O)(=O)Nc2nccc(/C=C/c3ccc([N+](=O)[O-])cc3)n2)cc1	8	8	16	7	-2	-4	-3	-2	0	-5	11
O=C(CN1C(=O)CSc2ccccc21)NC1CCCC1	·	7	-4	0	-1	-7	-4	3	-2	8	2
Cc1oc(=O)c(NC(=O)c2ccccc2)cc1C(N)=O	9	-3	4	2	-2	-5	5	-2	-44	-5	6
COc1ccccc1N1CCN(C(=O)C2CCN(S(=O)(=O)c3ccc(F)cc3)CC2)CC1	-7	-12	20	1	7	-4	20	0	-1	-2	8
CN(C)S(=O)(=O)c1ccc(Cl)c(NC(=O)CN2CCN(Cc3ccc4c(c3)OCO4)CC2)c1	-5	-4	14	11	0	-3	-9	2	-8	22	12
CC(C)(C)n1nc2c(c1NC(=O)c1ccccc1F)CS(=O)C2 (stereo not drawn)	-1	-4	0	-1	1	-6	19	-2	-4	-9	2
COc1ccc(NC2CS(=O)(=O)CC2NCc2ccccc2)cc1 (stereo not drawn)	25	2	16	4	-1	-5	7	-2	-4	-15	-11
Cc1ccccc1S(=O)(=O)NC(=O)C1(C)CCN1C(=O)CC1CCCCC1 (stereo not drawn)	-9	-8	5	0	-7	-5	7	·	-20	14	·
COc1ccccc1OCc1cc(C(=O)N2CCCC(OCc3cccnc3)C2)no1 (stereo not drawn)	-4	8	-248	-311	1	-2	3	0	-117	-80	-68
Oc1cc(Nc2ccncc2)cc2cccnc12	7	-9	1	-3	5	-10	19	·	-2	8	21
Cc1ccc(NC(=O)Nc2cccc(Cl)c2)c(C(=O)O)c1	0	14	-65	-7	13	-4	5	2	-19	-2	0
CCN(CC)C(=N)/C(C#N)=N/Nc1ccccc1	9	2	-143	-97	0	-5	4	-3	-47	-43	·
CC1(C)NC(=O)N(CC(O)CN2CCCC2)C1=O (stereo not drawn)	13	-1	6	4	-5	-8	-12	-2	6	-8	3
CC1(C(=O)Nc2cccc(Oc3ccccc3)c2)CCN1Cc1ccccc1OC(F)F (stereo not drawn)	-9	-21	7	2	0	-5	24	·	3	34	·
